KCNQ2 inh: KCNQ2 channel blockers in CHO-K1 cells – cell-based, FluxOR thallium flux, B-score, primary screen (AID 2156). 310,000 compounds, 1.1% hits. B-score at 10 µM. 20 min; hits give low values. O88943;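 active means fluorescence ratio B-score at most minus 3 library SDs, with starting brightness B-score within 2 library SDs, cut at about -5.5 in these data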
Kir21 block: blocks the mouse Kir2.1 inward-rectifier potassium channel; P35561; HEK293-Kir2.1, FluxOR thallium flux fluorescence; hits give low values; B-score at 10 µM; 310,000 compounds, 0.85% hits;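 active means fluorescence ratio B-score at or below minus 3 SD of library scores, with starting-brightness B-score within 2 SD, cut at about -4.2 in these data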;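 further: channel flux triggered by added potassium and thallium sulfate stimulus; B-score of peak minus minimum fluorescence over baseline after thallium stimulus; more negative B-score means stronger Kir2.1 block with less thallium influx; some compounds called inactive have numbers as strong as hits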
Target sequence (P35561 whole entry, looked up): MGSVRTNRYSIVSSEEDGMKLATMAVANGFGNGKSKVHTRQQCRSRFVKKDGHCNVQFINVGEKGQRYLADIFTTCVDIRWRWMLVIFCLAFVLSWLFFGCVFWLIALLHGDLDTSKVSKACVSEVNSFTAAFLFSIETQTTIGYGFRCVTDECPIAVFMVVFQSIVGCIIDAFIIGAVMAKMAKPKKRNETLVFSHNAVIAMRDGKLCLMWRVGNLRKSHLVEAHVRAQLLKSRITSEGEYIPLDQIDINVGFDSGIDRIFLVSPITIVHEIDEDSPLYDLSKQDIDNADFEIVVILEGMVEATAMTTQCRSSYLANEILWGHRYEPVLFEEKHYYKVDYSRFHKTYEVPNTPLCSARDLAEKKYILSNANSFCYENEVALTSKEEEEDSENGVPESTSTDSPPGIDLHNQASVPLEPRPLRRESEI
* hit, by the source's call; i = inactive.

Compound	KCNQ2 inh	Kir21 block
COc1ccc(N=c2scc(-c3ccc(OC)cc3)n2CCO)cc1	i	0.71
Cc1ccc(-c2n[nH]c(=S)n2-c2ccccc2)cc1	i	-0.01
CNC(=S)Nc1ccc(-c2nc3ccc(C)cc3s2)cc1	i	-0.86
CCOC(=O)c1cccc(N2C(=O)C3C4C=CC(CC4)C3C2=O)c1 (stereo unspecified)	i	-0.18
COCCCN1CC(=O)N2C(c3cccc(C)c3)c3[nH]c4ccccc4c3C[C@H]2C1=O (stereo partly specified)	i	0.3
CC1(C)OC(=O)C(=Cc2ccc[nH]2)C(=O)O1	i	-1.4
CN(CC(=O)Nc1c(Cl)cccc1Cl)C(=O)Cc1ccc(S(=O)(=O)N2CCOCC2)s1	i	2.83
CCOC(=O)c1cnn2c(N)c(C#N)cnc12	i	1.26
CS(=O)(=O)N1CCC(C(=O)Nc2cccc(Cl)c2Cl)CC1	i	-0.29
CCCc1cc(=O)[nH]c(SCC(=O)Nc2ccc(Br)cc2Br)n1	i	0.21
COc1cccc(/C=C2/C(=O)NN(c3ccccc3)C2=O)c1	i	-0.09
CCOC(=O)C1CCCN(CCC(=O)Nc2ccc(Br)c(C)c2)C1 (stereo unspecified)	i	-2.81
CN(Cc1ccccc1)S(=O)(=O)c1ccc(OCC(=O)NCc2ccncc2)cc1	i	2.93
COc1ccccc1-c1nnc(SCC(=O)NC2CCS(=O)(=O)C2)n1CCc1ccccc1 (stereo unspecified)	i	0.32
CC(C(=O)NCCCc1ccccc1)n1cccc1C(=O)c1ccccc1 (stereo unspecified)	i	-6.43*
Cc1ccc(C2C3CSCC=C3C(C#N)=C(N)C2(C#N)C#N)cc1 (stereo unspecified)	i	-1.04
CSCCC(NC(=O)c1cc(C(C)(C)C)oc1C)C(=O)O (stereo unspecified)	i	0.68
COc1ccc(-c2cc3nnc(-c4ccccc4)nc3s2)cc1	i	-0.86
O=C(NC(=S)Nc1ccccc1Cl)c1cncc(C#Cc2ccccc2)c1	i	0.82
NC(=O)COC(=O)c1sc2cc(F)ccc2c1Cl	i	0.07

Reprinted at random: two entries already listed
Compound	KCNQ2 inh	Kir21 block
Cc1ccc(C2C3CSCC=C3C(C#N)=C(N)C2(C#N)C#N)cc1 (stereo unspecified)	i	-1.04
CSCCC(NC(=O)c1cc(C(C)(C)C)oc1C)C(=O)O (stereo unspecified)	i	0.68

The list continues:
Compound	KCNQ2 inh	Kir21 block
Cc1c(NS(=O)(=O)N2CCCCC2)c(=O)n(-c2ccccc2)n1C	i	-0.27
Cc1ccc(-c2ccc(/C=C(\C#N)C(=O)Nc3cc(C)nn3-c3ccccc3)o2)cc1	i	3
CSCC[C@H](NC(=O)[C@H]1N2C(=O)c3ccccc3C2SC1(C)C)C(=O)NCc1ccncc1 (stereo partly specified)	i	2.01
COc1ccc(NC(=O)CCc2ccc(OC)c(OC)c2)cn1	i	0.8
CCCCN(C)C(=O)c1cn(C)c2ccc(S(=O)(=O)N(C)C)cc2c1=O	i	1.99
CC1=Nc2cc(C(=O)NCCN3CCOCC3)ccc2Sc2c(C)ccc(C)c21	i	0.04
CN(C(=O)CSc1nnc(NC2CCCCC2)s1)C1CCS(=O)(=O)C1 (stereo unspecified)	i	-0.17
O=C(Cc1cccc(C(F)(F)F)c1)Nc1ccccc1N1CCCC1	i	-2.68
COc1ccc2nc(NC(=O)CSc3nc(C)cc(C)n3)sc2c1	i	0.47
COCCN(C(=O)COC(=O)c1ccc(C=O)cc1)c1c(N)n(Cc2ccccc2)c(=O)[nH]c1=O	i	0.09
Cc1cc(Cl)ccc1NNC(=O)c1c(C)noc1C	i	1.11
O=C(Nc1cccc(Cl)c1)NC1CC2CCC1C2 (stereo unspecified)	i	0.56
CCCCNC(=O)C1CCC(CNS(=O)(=O)c2ccc(C)cc2)CC1 (stereo unspecified)	i	-0.89
CN(Cc1ccc(-n2cccn2)cc1)C(=O)c1cnn2c1NC(c1ccco1)CC2C(F)(F)F (stereo unspecified)	i	2.57
O=C1C(=O)N(CCS(=O)(=O)c2ccccc2)c2ccccc21	i	2.06
COc1ccc(N2CC(C(=O)Nc3ccc4c(c3)OCO4)CC2=O)cc1 (stereo unspecified)	i	-1.81
O=C(Cc1c(F)cccc1Cl)Nc1ccccc1-c1ccccc1	i	0.06
COc1ccccc1NC(=O)CSc1nnc(NC(=O)c2ccco2)s1	i	1.67
CCCNC(=O)Cn1c(=O)oc2cc(S(=O)(=O)N3CCCC3)ccc21	i	0.22
CCc1ccc(-n2c(O)cnc2Nc2nc(C)cc(C)n2)cc1	i	0.11
O=C(Oc1ccc([N+](=O)[O-])cc1)c1ccc2ccccc2n1	i	-1.04
O=c1[nH]c2c(=O)[nH]cnc2nc1-c1ccccc1	i	0.02
Clc1ccccc1OCCN1CCCCC1	i	0.04
CCC1Oc2ccc(C)cc2N(CC(=O)N(Cc2cccnc2)Cc2ccc(C)o2)C1=O (stereo unspecified)	i	0.82
O=C(NCc1ccccc1)C(c1ccco1)N(C(=O)c1csnn1)c1ccccc1F (stereo unspecified)	-6.27*	-0.69
CC(C)N(C(=S)NC1CCCCC1)c1ccccc1	i	-2.61
CC(C)C(C(=O)NCc1ccco1)N(Cc1ccco1)C(=O)CNS(=O)(=O)c1ccccc1 (stereo unspecified)	i	-2.08
Cc1ccc(CCC(=O)Nc2ccc(S(N)(=O)=O)cc2)o1	i	0.37
O=[N+]([O-])c1cccc(S(=O)(=O)NCCCn2ccnc2)c1	i	-0.56
CCOC(=O)c1sc(NC(=O)c2ccc(S(=O)(=O)N3CCOCC3)cc2)nc1-c1ccccc1	i	2.09

The last two compounds of the section before are carried over, then new ones follow.
Compound	KCNQ2 inh	Kir21 block
O=[N+]([O-])c1cccc(S(=O)(=O)NCCCn2ccnc2)c1	i	-0.56
CCOC(=O)c1sc(NC(=O)c2ccc(S(=O)(=O)N3CCOCC3)cc2)nc1-c1ccccc1	i	2.09
Cc1oc(C)c2c(=O)ccc3c(c12)OC(N)=C(C#N)C3c1ccc(F)cc1 (stereo unspecified)	i	-0.01
CC(NC(=O)Nc1nnc(C(F)(F)F)s1)(C(F)(F)F)C(F)(F)F	i	1.18
O=c1[nH]c(N/N=C/c2ccc(O)cc2)nc2ccccc12	i	0.49
O=C(NNC(=O)[C@@H]1CCCC[C@@H]1C(=O)O)c1cccs1	i	0.75
OCCCNc1cc(-c2ccccc2)nc2cc(-c3ccc(F)cc3)nn12	i	-0.76
Cn1c(=O)c(=O)n(C)c2cc(S(=O)(=O)N3CCc4ccccc43)ccc21	i	-2.46
Cc1cc2c(C)nc(N/N=C/c3ccc(F)cc3)nc2o1	i	0.59
CC(C)Oc1ccc(CCN=C(N)N=C(N)N)cc1Cl	i	-0.69
CCCCOc1ccc(Cl)cc1CSc1n[nH]c(C)n1	i	-1.36
O=C(CN1CCN(S(=O)(=O)c2ccc(Br)cc2)CC1)c1ccc(O)c(O)c1	i	-2.17
Cc1c(C(=O)O)c(C(=O)O)c2n1CCS2	i	-0.74
CC(C)(C)N(Cc1ccccc1)C(=O)COC(=O)c1cccc([N+](=O)[O-])c1	-6.99*	-0.13
Cc1ccccc1Cn1c(CN2CCN(c3ccc(F)cc3)CC2)nc2c1c(=O)n(C)c(=O)n2C	i	0.95
Cc1cc(=O)[nH]c2c1c(C)nn2C1CCCC1	i	-0.71
O=C(NCc1ccc(F)cc1)C(c1ccccc1)N(CC1CCCO1)C(=O)Cn1nnc2ccccc21 (stereo unspecified)	i	0.87
CCC1CCCCN1CCCNC(=O)Cn1ncc2c([nH]c3ccc(C)cc32)c1=O (stereo unspecified)	i	1.49
O=c1n(Cc2ccccc2F)c2ccccc2n1Cc1ccccc1F	i	-0.14
CCOC(=O)N1CCN(c2ccc([N+](=O)[O-])cc2)CC1	i	-0.05
O=S(=O)(NCCSc1ccc(Cl)cc1)c1ccc2c(c1)OCCO2	i	-5.38*
C=CCNc1cnn(-c2ccccc2)c(=O)c1Cl	i	-0.2
COc1ccc(OC)c(S(=O)(=O)N2CCC(C(=O)NCc3ccccc3)CC2)c1	i	-0.47
Cc1cc(C)c2oc(C(=O)Nc3ccc(S(=O)(=O)Nc4nccs4)cc3)cc(=O)c2c1	i	-1.81
O=C(CCCNC(=O)c1ccc(Cl)cc1)Nc1ncccc1O	i	0.36
COc1ccccc1-c1nnc(SCC(=O)N2CCOCC2)o1	i	0.57
CCC(=O)N(C)CCc1cc2c(c(OC)c1/C=N/NC(=O)c1ccc(Br)cc1)OCO2	i	-0.89
COc1cccc(NC(=O)CN(C)C(=O)CCc2nc3sc4c(c3c(=O)[nH]2)CCCC4)c1	i	0.05
CS(=O)(=O)c1ccc(NC(=O)C2CC(=O)N(c3ccc4c(c3)OCCO4)C2)cc1 (stereo unspecified)	i	-0.03
COc1cccc(C(=O)Oc2cc(C)[nH]c(=O)c2[N+](=O)[O-])c1	i	-0.81
C=C(Br)Cn1c(CCCC)nc2ccccc21	i	-3.02
Cc1c(CCC(=O)O)c(=O)oc2cc(OCc3cccc(Cl)c3)ccc12	i	0.94
CCCC(=O)Nc1cccc(Oc2ccc3c(c2)C(=O)NC3=O)c1	i	0.03
O=C(CCn1ccc2cc(S(=O)(=O)N3CCCC3)ccc21)NCCc1ccccc1	i	-1.43
O=C(Nc1ccc(CN2CCCCC2)cc1)c1ccc2c(c1)OCO2	i	0.73
CCC(=O)NC(NC(=S)Nc1ccc(S(N)(=O)=O)cc1)C(Cl)(Cl)Cl (stereo unspecified)	i	0.33
O=C1c2ccccc2C(=O)N1CCCCN(C(=O)c1ccc(Cl)s1)c1ccc(Cl)cc1	-5.61*	0.39
O=C(COC(=O)/C=C/c1ccc(C(F)(F)F)cc1)NCC1CCCO1 (stereo unspecified)	i	-0.14
Nc1nc2ncc(C(=O)c3cc(F)ccc3O)cc2s1	i	1.47
CCCSC1=C(C#N)C(c2cccs2)C(C(=O)Nc2ccccc2)=C(C)N1 (stereo unspecified)	-8.82*	-2.29
COC(=O)c1oc2ccccc2c1N	i	-1.35
Cc1[nH]ncc1-c1ccccc1Cl	i	-0.01

The list goes on (four carried over from the part before).
Compound	KCNQ2 inh	Kir21 block
Nc1nc2ncc(C(=O)c3cc(F)ccc3O)cc2s1	i	1.47
CCCSC1=C(C#N)C(c2cccs2)C(C(=O)Nc2ccccc2)=C(C)N1 (stereo unspecified)	-8.82*	-2.29
COC(=O)c1oc2ccccc2c1N	i	-1.35
Cc1[nH]ncc1-c1ccccc1Cl	i	-0.01
Clc1ccc(NCc2nncn2-c2ccccc2)cc1	i	1.05
O=C(Nc1ccc(NC(=O)c2cccs2)cc1)c1ccccc1	i	-0.75
O=C(NCCc1ccccn1)c1cc2ccccc2o1	i	2.42
Cc1c(C(=O)NCC(C)C)sc2nc(-c3ccc(F)cc3)cn12	i	0.23
Cc1ccc(C(=O)NCC(=O)OC(C)C(=O)NC2CCCCC2C)cc1C (stereo unspecified)	i	-0.48
CCOC(=O)CCC(=O)NCc1ccc2c(c1)cc(C)n2C	i	0.06
COc1ccc(CCN2C(=O)CSC2c2ccc(F)cc2)cc1 (stereo unspecified)	i	-1.16
Cc1ccc(C(=O)N2CCC(N3CCC(C(=O)N4CCOCC4)CC3)CC2)cc1C	i	-0.3
COc1ccccc1N1CCN(C(=O)c2cccc(N3C(=O)NC4CC3(C)Oc3c(OC)cccc34)c2)CC1 (stereo unspecified)	i	1.3
N#Cc1ccc(OCC(=O)Nc2ccccc2NS(=O)(=O)c2cccs2)cc1	i	1.14
O=S(=O)(c1ccc(F)cc1)N1CCCC(CO)C1 (stereo unspecified)	i	-1.8
CCOc1ncccc1C(=O)OCC(=O)NCCc1ccccc1	i	0
O=C(Nc1ccc2ccccc2c1)c1ccccc1F	i	-0.04
COC(=O)c1c(C)oc(C)c1S(=O)(=O)NCc1ccc(Cl)cc1	i	-2.2
Cc1ccc(S(=O)(=O)NC(=O)COc2ccccc2C)c(C)c1	i	0.7
CCCCOc1ccc(-c2cc(C(=O)NNC(=S)NCC)c3ccccc3n2)cc1	i	-0.61
Cc1cccc(C)c1OCc1nnc(SCC(=O)Nc2nccs2)o1	i	0.15
CC1CCN(C(C(=O)Nc2ccc3c(c2)OCO3)c2ccccc2)CC1 (stereo unspecified)	-6.99*	-2.78
Cc1sc2nc3n(c(=O)c2c1C)NC(=O)CC3	i	-3.85
Cn1cnnc1SCCNS(=O)(=O)c1cccc([N+](=O)[O-])c1	i	2.11
NC(=O)CCn1c(C(=O)c2cc(Cl)c(N)c(Cl)c2)c2ccccc2[n+]1[O-]	i	0.13
CN(CCO)c1ccc([N+](=O)[O-])cc1C(=O)O	i	-0.92
CCCCN(C(=O)c1ccc(NC(=O)C(C)C)cc1)c1ccccc1	i	-0.64
Cc1cccc(C)c1NC(=O)N1CC=CCC1	i	-0.28
CCOc1ccccc1NC(=O)COC(=O)C(CC)c1ccccc1 (stereo unspecified)	i	-3.2
Cc1ccc(C)c(N2CCN(C(=O)CCCn3ncn4c(cc5occc54)c3=O)CC2)c1	i	0.61
CC1CC2=C(C(=O)O1)C(c1ccc(Cl)cc1)Nc1ccccc1N2 (stereo unspecified)	i	-1.12
COc1ccc(C2CC(=O)c3ccccc3O2)cc1 (stereo unspecified)	i	0.02
Cc1nc(-c2ccccc2)cn(O)c1=O	i	-0.75
